High-throughput results from PubChem.
ABHD4 inh = inhibits mouse alpha/beta hydrolase domain 4; purified mABHD4, FP-Rh probe fluorescence polarization; inhibition, % at 8.92 µM; 370,000 tested, 0.54% active; AID 720543;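 active means inhibition exceeding the mean over every tested compound plus 3 SD, cut at about 30% in these data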;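 further: 0% = plate median of compound wells and 100% = S159A mutant with DMSO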
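Assay system: mouse ABHD4 enzyme, wild type / Also added: fluorescent activity-based probe FP-Rh / Doses: single nominal dose of 8.92 µM, 0.89% DMSO final / Timing: 45 min compound pre-incubation plus 60 min probe step, 25 °C / Signal: FP readout, ex 525 nm / em 598 nm / Control set: S159A mutant/DMSO as 100%, compound-well median as 0%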
NR1D1 modulator = modulators of human Rev-erb alpha DNA binding | Rev-erbα–FITC-DNA binding, fluorescence polarization, 90 min | activity, % at 10 µM | 370,000 tested, 0.79% active | P20393;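 active means activity above about 14%, limit read from the data; passing the limit was not always enough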;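 further: 0% = DMSO wells with 35 nM protein and 100% = DMSO wells with 750 nM protein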
Target sequence (P20393 whole entry, looked up): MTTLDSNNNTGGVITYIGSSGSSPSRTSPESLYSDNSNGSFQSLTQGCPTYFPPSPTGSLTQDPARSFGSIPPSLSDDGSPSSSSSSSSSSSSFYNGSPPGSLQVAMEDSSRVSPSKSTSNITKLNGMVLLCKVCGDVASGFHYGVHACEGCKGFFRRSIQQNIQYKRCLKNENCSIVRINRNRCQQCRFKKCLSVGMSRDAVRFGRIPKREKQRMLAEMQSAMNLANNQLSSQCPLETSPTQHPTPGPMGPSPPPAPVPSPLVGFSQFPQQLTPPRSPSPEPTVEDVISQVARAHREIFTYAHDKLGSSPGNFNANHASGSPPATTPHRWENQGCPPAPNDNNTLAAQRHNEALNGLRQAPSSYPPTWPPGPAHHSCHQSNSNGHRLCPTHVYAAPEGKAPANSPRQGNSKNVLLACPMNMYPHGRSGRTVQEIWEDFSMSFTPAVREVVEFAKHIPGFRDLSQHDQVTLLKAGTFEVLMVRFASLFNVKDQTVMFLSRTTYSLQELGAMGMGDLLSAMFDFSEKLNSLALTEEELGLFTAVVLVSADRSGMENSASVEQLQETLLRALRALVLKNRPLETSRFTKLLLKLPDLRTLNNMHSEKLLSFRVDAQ
PRMT1 FP inh = blocks human protein arginine methyltransferase 1. Q99873. recombinant PRMT1, activity-based probe fluorescence polarization. inhibition, % at 2.79 µM. 370,000 tested, 1.3% active. AID 652257;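 active means inhibition above about 21% made by adding two undisclosed values, limit read from the data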
LEDGF integ inh = blocks HIV-1 LEDGF/p75-dependent DNA integration. 370,000 tested, 0.64% active. AID 743269. TR-FRET IN-LEDGF/p75 DNA integration, Eu/Cy5. inhibition, % at 3.7 µM;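 active means inhibition above the screen-wide mean plus 3 SD, cut at about 13% in these data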;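 further: signal is the Cy5 over europium emission ratio at 671 and 618 nm; 0% = plate median of compound wells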
HTRA1 inh = blocks human HTRA1 serine peptidase; 340,000 tested, 0.5% active; recombinant HTRA1, FP-rhodamine activity-based probe, fluorescence polarization; AID 504803; Q92743; inhibition, % at 5.96 µM; in the data active means inhibition above about 36%;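 further: 0% = enzyme with DMSO and 100% = wells lacking enzyme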
Target sequence (Q92743 whole entry, looked up): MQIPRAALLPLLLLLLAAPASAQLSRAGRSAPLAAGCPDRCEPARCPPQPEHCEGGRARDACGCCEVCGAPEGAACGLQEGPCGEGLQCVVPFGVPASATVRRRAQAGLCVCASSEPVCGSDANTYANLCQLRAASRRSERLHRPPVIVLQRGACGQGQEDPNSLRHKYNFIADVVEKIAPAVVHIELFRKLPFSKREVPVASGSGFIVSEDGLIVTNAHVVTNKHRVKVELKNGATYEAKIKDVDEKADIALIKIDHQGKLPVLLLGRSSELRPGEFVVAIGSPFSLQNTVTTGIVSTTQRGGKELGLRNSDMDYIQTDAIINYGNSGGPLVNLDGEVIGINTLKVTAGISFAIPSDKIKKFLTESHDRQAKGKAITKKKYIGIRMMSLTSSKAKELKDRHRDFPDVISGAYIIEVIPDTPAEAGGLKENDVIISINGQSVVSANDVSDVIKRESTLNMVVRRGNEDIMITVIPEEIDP
rCAG binder = r(CAG) repeat RNA binding | TO-PRO-1 dye displacement fluorescence | inhibition, % at 3 µM | 370,000 tested, 1.3% active | AID 651821;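 active means inhibition above the plate cutoff, the mean of all test compounds on that plate plus 3 SD, cut at about 35% in these data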;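 further: 0% = DMSO alone and 100% = 100 µM mitoxantrone as full dye displacement; higher means more dye released from RNA so lower well fluorescence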
PG9 Ab binder = binds the HIV-1 gp120 antibody PG9. 360,000 tested, 0.43% active. inhibition, % at 6.7 µM. TR-FRET gp120-PG9 antibody binding; in the data active means inhibition above about 8.5%
MBD2 inh = blocks human MBD2 binding to methylated DNA; Q9UBB5; TR-FRET, MBD2 binding to methylated oligonucleotide; inhibition, % at 4.4 µM; 370,000 tested, 0.31% active; in the data active means inhibition above about 13%
UHRF1 binding = human UHRF1 methylated DNA binding inhibitors; Q96T88; UHRF1 binding to methylated oligo, TR-FRET; inhibition, % at 4.4 µM; 370,000 tested, 0.75% active; AID 687016; in the data active means inhibition above about 21%;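 further: UHRF1 SRA domain binding a hemimethylated CpG hairpin DNA probe; 0% = median of test compound wells and 100% = reference inhibitor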
TCR-CD3 inh = inhibitors of human TCR-CD3 interaction. AID 651800. inhibition, % at 9.4 µM. TAMRA-labeled TCR probe fluorescence, biochemical. 360,000 tested, 0.37% active; in the data active means inhibition above about 19%;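 further: recombinant mutant TCR 2C K166C tagged with TAMRA read by polarization; 0% = receptor in buffer alone and 100% = receptor with positive control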
* hit, by the source's call; & = joins results of further samples. An excerpt; rates above refer to the full screens.

For C=CCn1c(=NC(=O)C2COc3ccccc3O2)sc2cccc(OC)c21 (stereo not drawn) the results were ABHD4 inh -2, NR1D1 modulator 1, PRMT1 FP inh -4, LEDGF integ inh 1, HTRA1 inh -4, rCAG binder 2, PG9 Ab binder -0.6, MBD2 inh -1, UHRF1 binding -1 and TCR-CD3 inh 0.
Screening CN[C@H]1C[C@H]2c3cc(N4CCN(C)CC4)ccc3CCN2C(=O)[C@H]1[C@H](C)O returned ABHD4 inh -3, NR1D1 modulator -5, PRMT1 FP inh 1, LEDGF integ inh 1, HTRA1 inh 8, rCAG binder -1, PG9 Ab binder 0.8, MBD2 inh 3, UHRF1 binding 2 and TCR-CD3 inh 5.
For NC(=O)c1ccc(NC(=O)CN2C(=O)NC(c3ccccc3)(c3ccccc3)C2=O)cc1 the results were ABHD4 inh -17, NR1D1 modulator -5, PRMT1 FP inh -2, LEDGF integ inh 6, HTRA1 inh -14, rCAG binder 10, PG9 Ab binder -0.7, MBD2 inh 3, UHRF1 binding 1 and TCR-CD3 inh -1.
`CSc1ncccc1C(=O)OCC(=O)C(C)(C)C` gave ABHD4 inh -3, NR1D1 modulator -4, PRMT1 FP inh 0, LEDGF integ inh 9, HTRA1 inh 2, rCAG binder -4, PG9 Ab binder -1.1, MBD2 inh 0, UHRF1 binding 0 and TCR-CD3 inh 11.
Screening Cc1c[nH]c2cccc(-c3ccc(OCc4ccccc4)cc3)c12 returned ABHD4 inh -5, NR1D1 modulator 9, PRMT1 FP inh -1, LEDGF integ inh 0, rCAG binder 7, MBD2 inh 0 and UHRF1 binding 1.
Screening CCN(CC(=O)NCc1cccs1)CC(=O)Nc1ccccc1C returned ABHD4 inh 2, NR1D1 modulator 6, PRMT1 FP inh 0, LEDGF integ inh 2, HTRA1 inh 4, rCAG binder -1, PG9 Ab binder -0.9, MBD2 inh -1, UHRF1 binding -2 and TCR-CD3 inh -3.
Screening Cc1cc(=O)oc2c3c(cc(OCC(=O)Nc4ccc(CCO)cc4)c12)OC(C)(C)CC3 returned ABHD4 inh -14, NR1D1 modulator -7, PRMT1 FP inh 1, LEDGF integ inh -2, HTRA1 inh -14, rCAG binder -1, PG9 Ab binder -1.4, MBD2 inh 4, UHRF1 binding -1 and TCR-CD3 inh -4.
COc1cccc(C2NC(=S)NC(C)=C2C(C)=O)c1 (stereo not drawn) was read as ABHD4 inh -5, NR1D1 modulator -1, PRMT1 FP inh -1, LEDGF integ inh 3, rCAG binder 3, PG9 Ab binder -1.3, MBD2 inh 1, UHRF1 binding 2 and TCR-CD3 inh -3.
For O=C(c1ccc(CNS(=O)(=O)c2cccc(Cl)c2)cc1)N1CCCC1 the results were ABHD4 inh -1, NR1D1 modulator 4, PRMT1 FP inh -1, LEDGF integ inh 1, HTRA1 inh 4, rCAG binder -4, PG9 Ab binder -2.9, MBD2 inh -3, UHRF1 binding 2 and TCR-CD3 inh 1.
Screening CCc1nnc(SCc2ccc(OC(C)C)cc2)n1N returned ABHD4 inh -2, NR1D1 modulator 1, PRMT1 FP inh -2, LEDGF integ inh -3, HTRA1 inh 1, rCAG binder 2, PG9 Ab binder -1.0, MBD2 inh 4, UHRF1 binding 2 and TCR-CD3 inh -2.
COc1ccc(CCNC(=O)c2cc([N+](=O)[O-])ccc2N2CCOCC2)cc1 was read as ABHD4 inh 3, NR1D1 modulator 5, PRMT1 FP inh -3, LEDGF integ inh 7, HTRA1 inh -1, rCAG binder -1, PG9 Ab binder 0.0, MBD2 inh 1, UHRF1 binding -2 and TCR-CD3 inh 3.
`Cc1cc(C)c(NC(=O)CSc2nc(COc3ccccc3)nc3ccccc23)c(C)c1` gave ABHD4 inh 3, NR1D1 modulator 55*, PRMT1 FP inh 3, LEDGF integ inh 1, HTRA1 inh -9, rCAG binder 2, PG9 Ab binder -0.4, MBD2 inh -1, UHRF1 binding 2 and TCR-CD3 inh 5.

Random excerpt: 3 compounds from above
For NC(=O)c1ccc(NC(=O)CN2C(=O)NC(c3ccccc3)(c3ccccc3)C2=O)cc1 the results were ABHD4 inh -17, NR1D1 modulator -5, PRMT1 FP inh -2, LEDGF integ inh 6, HTRA1 inh -14, rCAG binder 10, PG9 Ab binder -0.7, MBD2 inh 3, UHRF1 binding 1 and TCR-CD3 inh -1.
COc1ccc(CCNC(=O)c2cc([N+](=O)[O-])ccc2N2CCOCC2)cc1 was read as ABHD4 inh 3, NR1D1 modulator 5, PRMT1 FP inh -3, LEDGF integ inh 7, HTRA1 inh -1, rCAG binder -1, PG9 Ab binder 0.0, MBD2 inh 1, UHRF1 binding -2 and TCR-CD3 inh 3.
Screening Cc1c[nH]c2cccc(-c3ccc(OCc4ccccc4)cc3)c12 returned ABHD4 inh -5, NR1D1 modulator 9, PRMT1 FP inh -1, LEDGF integ inh 0, rCAG binder 7, MBD2 inh 0 and UHRF1 binding 1.

The list goes on:
`O=C(O/N=C\c1ccc(N2CCOCC2)c([N+](=O)[O-])c1)c1ccccc1Cl` gave ABHD4 inh -4, NR1D1 modulator -3, PRMT1 FP inh 7, LEDGF integ inh 2, HTRA1 inh -1, rCAG binder 1, PG9 Ab binder 1.3, MBD2 inh -3, UHRF1 binding -1 and TCR-CD3 inh -9.
For CCc1cc(C(=O)OC)c(NC(=O)CC2SC(N)=NC2=O)s1 (stereo not drawn) the results were ABHD4 inh -1, NR1D1 modulator -1, PRMT1 FP inh -2, LEDGF integ inh -2, HTRA1 inh -9, rCAG binder -1, PG9 Ab binder -0.2, MBD2 inh 1, UHRF1 binding -1 and TCR-CD3 inh 3.
For COCCn1c(=S)[nH]c2cc(C(=O)N3CC(C)CC(C)C3)ccc2c1=O (stereo not drawn) the results were ABHD4 inh 8, NR1D1 modulator -1, PRMT1 FP inh 1, LEDGF integ inh 2, HTRA1 inh -1, rCAG binder -4, PG9 Ab binder -1.4, MBD2 inh 4, UHRF1 binding 2 and TCR-CD3 inh 6.
Screening CC(C)c1onc(C(=O)NCCc2ccccc2)c1[N+](=O)[O-] returned ABHD4 inh 3, NR1D1 modulator 4, PRMT1 FP inh 1, LEDGF integ inh 1, HTRA1 inh 5, rCAG binder 1, PG9 Ab binder -3.4, MBD2 inh 1, UHRF1 binding 0 and TCR-CD3 inh -2.
c1csc(-c2csc(-c3cccs3)n2)c1 was read as ABHD4 inh 0, NR1D1 modulator 9, PRMT1 FP inh 0, LEDGF integ inh -4, HTRA1 inh -15, rCAG binder 2, PG9 Ab binder -2.0, MBD2 inh 0, UHRF1 binding 1 and TCR-CD3 inh 7.
Screening C[C@]12CCC(=O)C=C1C=CC1C2CC[C@@]2(C)C1CC[C@@]21CCC(=O)O1 (stereo partly drawn) returned ABHD4 inh -4, NR1D1 modulator 1&10, PRMT1 FP inh -2, LEDGF integ inh 5, HTRA1 inh -4, rCAG binder 0, PG9 Ab binder -1.7, MBD2 inh -4, UHRF1 binding 2 and TCR-CD3 inh 2.
Screening N#Cc1c2c(c(-n3cnc4ccccc43)n3c1nc1ccccc13)CCC2 returned ABHD4 inh 6, NR1D1 modulator 16, PRMT1 FP inh -1, LEDGF integ inh -1, HTRA1 inh 7, rCAG binder 4, PG9 Ab binder 5.0, MBD2 inh 2, UHRF1 binding -2 and TCR-CD3 inh -1.
`O=C(NC1CCN(S(=O)(=O)c2ccc(Cl)cc2)CC1)c1cccnc1` gave ABHD4 inh 3, NR1D1 modulator -7, PRMT1 FP inh 3, LEDGF integ inh 0, HTRA1 inh -8, rCAG binder 5, PG9 Ab binder -0.4, MBD2 inh 10, UHRF1 binding 31* and TCR-CD3 inh 4.
For Cc1cc(Br)c2[nH]cc(CCNC(=O)c3ccco3)c2c1 the results were ABHD4 inh -10, NR1D1 modulator 4, PRMT1 FP inh 4, LEDGF integ inh -7, HTRA1 inh -5, rCAG binder 1, PG9 Ab binder -1.6, MBD2 inh 3, UHRF1 binding 0 and TCR-CD3 inh -2.
`CN(C)C(CNC(=O)c1ccc(NS(=O)(=O)c2cccc([N+](=O)[O-])c2)cc1)c1ccco1` (stereo not drawn) gave ABHD4 inh 7, NR1D1 modulator -5, PRMT1 FP inh 2, LEDGF integ inh 4, HTRA1 inh -2, rCAG binder 11, PG9 Ab binder -2.5, MBD2 inh -6, UHRF1 binding -2 and TCR-CD3 inh 1.
Screening C=CCc1ccc(OC)c(OC)c1 returned ABHD4 inh -7, NR1D1 modulator 1, PRMT1 FP inh 11, LEDGF integ inh -3, HTRA1 inh 4, rCAG binder 1, PG9 Ab binder 0.1, MBD2 inh 4, UHRF1 binding 4 and TCR-CD3 inh -7.
Screening COCCNC(=O)C1(C)CCCN(C(=O)c2ccc(-c3ccccc3)cc2)C1 (stereo not drawn) returned ABHD4 inh 11, NR1D1 modulator -9, PRMT1 FP inh 1, LEDGF integ inh 0, rCAG binder -1, PG9 Ab binder 0.4, MBD2 inh 3, UHRF1 binding 2 and TCR-CD3 inh -7.
Screening Cc1ccnc(NC(=O)C2CCN(S(=O)(=O)c3ccc4c(c3)CC(C)N4C(=O)C3CCC3)CC2)c1 (stereo not drawn) returned ABHD4 inh -3, NR1D1 modulator 5, PRMT1 FP inh -1, LEDGF integ inh -1, HTRA1 inh -2, rCAG binder 0, PG9 Ab binder -0.8, MBD2 inh 2, UHRF1 binding -4 and TCR-CD3 inh -1.
For CC(C)NC(=O)N(O)C1N(Cc2ccc3c(c2)OCO3)C(=S)SC1(C)C (stereo not drawn) the results were ABHD4 inh -7, NR1D1 modulator 0, PRMT1 FP inh -1, LEDGF integ inh -1, HTRA1 inh 2, rCAG binder -3, PG9 Ab binder -0.5, MBD2 inh 3, UHRF1 binding -4 and TCR-CD3 inh 10.
`Cc1csc(SCC(=O)NCc2cccc(Cl)c2)n1` gave ABHD4 inh 2, NR1D1 modulator 8, PRMT1 FP inh 1, LEDGF integ inh 3, HTRA1 inh -4, rCAG binder -1, PG9 Ab binder 1.3, MBD2 inh -1, UHRF1 binding -2 and TCR-CD3 inh 1.
Screening CC(C)(C)C1CCc2onc(C(=O)Nc3cccc(O)c3)c2C1 (stereo not drawn) returned ABHD4 inh 1, NR1D1 modulator -3, PRMT1 FP inh 3, LEDGF integ inh 2, HTRA1 inh -35, rCAG binder 5, PG9 Ab binder 0.6, MBD2 inh 4, UHRF1 binding 0 and TCR-CD3 inh -2.
For C[C@H](NC(=O)c1nc[nH]c1C(=O)N[C@@H](Cc1ccccc1)C(=O)OCc1ccccc1)c1ccccc1 the results were ABHD4 inh -43, NR1D1 modulator 2, PRMT1 FP inh 2, LEDGF integ inh 0, HTRA1 inh -40, rCAG binder 2, PG9 Ab binder -1.0, MBD2 inh 0, UHRF1 binding 0 and TCR-CD3 inh 2.
Screening COc1ccc(CCNS(=O)(=O)c2cn(C)cn2)cc1OC returned ABHD4 inh 4, NR1D1 modulator 6, PRMT1 FP inh -1, LEDGF integ inh -2, HTRA1 inh 2, rCAG binder 4, PG9 Ab binder -0.5, MBD2 inh -3, UHRF1 binding 13 and TCR-CD3 inh 1.
COc1ccc(-c2c(C)nn3c(N)c(-c4ccccc4)cnc23)cc1OC was read as ABHD4 inh 2, NR1D1 modulator 2, PRMT1 FP inh -6, LEDGF integ inh -5, HTRA1 inh 10, rCAG binder 2, PG9 Ab binder -2.1, MBD2 inh -2, UHRF1 binding 1 and TCR-CD3 inh -4.
